Source: PubChem
NCI-60 one-dose screen, 48 h, at 10 µM unless noted. Numbers give growth in % (100 = growth as untreated, 0 = no growth, -100 = all killed).
IGROV1 = IGROV1 ovarian cancer. hit rate 4.7% among 79,000
NCI/ADR-RES = NCI/ADR-RES ovarian cells. hit rate 4.4% among 81,000
SK-OV-3 = SK-OV-3 ovarian cancer cells | hit rate 3.2% among 80,000 | AID 1794785
DU-145 = DU-145 prostate cancer; hit rate 4.2% among 81,000; AID 1794760
OVCAR-4 = OVCAR-4 ovarian cancer cells | hit rate 3.7% among 80,000 | AID 1794784
OVCAR-3 = OVCAR-3 ovarian cancer; hit rate 7% among 79,000
OVCAR-8 = OVCAR-8 ovarian cancer; hit rate 4.4% among 81,000; AID 1794782
OVCAR-5 = OVCAR-5 ovarian cancer; hit rate 2.9% among 82,000; AID 1794783
* = called active by the depositor. Rule for the calls: active = growth percent below 10; inactive = the rest.

What do the screens show for `CC(C)N1CCN(S(=O)(=O)c2ccccc2)c2ccccc21`?
IGROV1: 73; NCI/ADR-RES: 98; SK-OV-3: 106; DU-145: 127; OVCAR-3: 107; OVCAR-8: 112; OVCAR-5: 98

How did COc1ccccc1-c1nc(-c2ccccc2O)cn2ccnc12 do in these assays?
IGROV1: 101; NCI/ADR-RES: 85; SK-OV-3: 102; DU-145: 113; OVCAR-4: 83; OVCAR-3: 116; OVCAR-8: 90; OVCAR-5: 99

How did O=C(Nc1nc2c(s1)CCc1c-2c(Br)n(Cc2ccccc2)c1Br)c1ccccc1 do in these assays?
IGROV1: 19; NCI/ADR-RES: 62; SK-OV-3: 57; DU-145: 74; OVCAR-4: -3.8*; OVCAR-3: 62; OVCAR-8: 45; OVCAR-5: 80

How did O=C(CN1CCC(c2ccccc2)CC1)Nn1c(COc2ccccc2)nc2ccccc2c1=O do in these assays?
IGROV1: 93; NCI/ADR-RES: 94; DU-145: 105; OVCAR-4: 106; OVCAR-3: 112; OVCAR-8: 98; OVCAR-5: 95

Results for CC(C)(C)c1ccc(O)c(CNc2ccccc2)c1 ?
IGROV1: 104; NCI/ADR-RES: 101; SK-OV-3: 105; DU-145: 92; OVCAR-4: 107; OVCAR-3: 92; OVCAR-8: 108; OVCAR-5: 96

How did O=S(=O)(NCCCNc1nccc(-c2[nH]c(-c3ccccc3)nc2-c2ccc(F)c(O)c2)n1)c1cccc(F)c1 do in these assays?
IGROV1: 105; NCI/ADR-RES: 103; SK-OV-3: 113; DU-145: 100; OVCAR-4: 108; OVCAR-3: 123; OVCAR-8: 82; OVCAR-5: 147

What do the screens show for `COc1ccc(-c2cc(-c3cccs3)n3nc(Nc4ccccc4)c(-c4nc5ccccc5s4)c3n2)cc1`?
IGROV1: 88; NCI/ADR-RES: 103; SK-OV-3: 117; DU-145: 102; OVCAR-4: 93; OVCAR-3: 106; OVCAR-8: 99; OVCAR-5: 98

What do the screens show for `Cc1ccccc1N=P(c1ccccc1)(c1ccccc1)c1ccccc1`?
IGROV1: 103; NCI/ADR-RES: 93; SK-OV-3: 105; DU-145: 109; OVCAR-4: 84; OVCAR-3: 91; OVCAR-5: 91

Results for CC1CCN(CCCCCOc2ccc3oc4ccccc4c(=O)c3c2)CC1 ?
IGROV1: 69; NCI/ADR-RES: 78; SK-OV-3: 94; DU-145: 84; OVCAR-4: 77; OVCAR-3: 88; OVCAR-8: 81; OVCAR-5: 88

What do the screens show for `O=C1OC(c2c[nH]c3ccccc23)=C(Cl)C1Cl` (stereo not drawn)?
IGROV1: 87; NCI/ADR-RES: 106; SK-OV-3: 105; DU-145: 108; OVCAR-4: 101; OVCAR-3: 119; OVCAR-8: 101; OVCAR-5: 96

What do the screens show for `O=C1N(C[P+](c2ccccc2)(c2ccccc2)c2ccccc2)CCCN1C[P+](c1ccccc1)(c1ccccc1)c1ccccc1`?
IGROV1: 98; NCI/ADR-RES: 111; DU-145: 117; OVCAR-4: 107; OVCAR-3: 101; OVCAR-8: 99; OVCAR-5: 110

Results for CC(=O)OCCCC(CCC(CCC1CCCO1)OC(C)=O)OC(C)=O (stereo not drawn) ?
IGROV1: 99; NCI/ADR-RES: 93; SK-OV-3: 96; DU-145: 110; OVCAR-3: 108; OVCAR-8: 107; OVCAR-5: 106

How did N#Cc1ccc(C(=O)CSc2nc3c(c(Nc4ccc(S(N)(=O)=O)cc4)n2)CCCC3)cc1 do in these assays?
IGROV1: 107; NCI/ADR-RES: 93; SK-OV-3: 96; DU-145: 97; OVCAR-4: 92; OVCAR-8: 94; OVCAR-5: 104

Results for Cc1cc(C)c2c(n1)sc1c(Nc3ccc(OCc4ccc(Cl)c(Cl)c4)cc3)ncnc12 ?
IGROV1: 102; NCI/ADR-RES: 103; SK-OV-3: 102; DU-145: 109; OVCAR-4: 106; OVCAR-3: 108; OVCAR-8: 94; OVCAR-5: 96

What do the screens show for `O=[N+]([O-])c1ccc(/C=C/c2nc3ccccc3n3c(=S)[nH]nc23)cc1`?
IGROV1: 78; NCI/ADR-RES: 85; SK-OV-3: 105; DU-145: 88; OVCAR-4: 83; OVCAR-3: 70; OVCAR-8: 83; OVCAR-5: 89

What do the screens show for `O=c1c2cc(F)ccc2sc2c(NCCCN3CCCC3)nc3ccccc3c12`?
IGROV1: 15; NCI/ADR-RES: 67; SK-OV-3: 89; DU-145: 60; OVCAR-4: 49; OVCAR-3: 29; OVCAR-8: 56; OVCAR-5: 70

How did FC(F)(F)c1cccc(CNC2CCN(CCc3ccccc3)CC2)c1 do in these assays?
IGROV1: 62; NCI/ADR-RES: 65; SK-OV-3: 81; DU-145: 59; OVCAR-3: 65; OVCAR-8: 79; OVCAR-5: 85

How did O=c1cc(Cn2cnc3c(NCc4ccco4)ncnc32)c2cc(Br)ccc2o1 do in these assays?
IGROV1: 98; NCI/ADR-RES: 104; SK-OV-3: 106; DU-145: 111; OVCAR-4: 113; OVCAR-3: 103; OVCAR-5: 94

Results for O=C1CCC(=O)N1O ?
IGROV1: 110; NCI/ADR-RES: 107; SK-OV-3: 110; DU-145: 110; OVCAR-4: 99; OVCAR-3: 102; OVCAR-8: 102; OVCAR-5: 84

Results for COc1ccc2nc3cc(Cl)ccc3c(Nc3ccc(O)cc3)c2c1 ?
IGROV1: 71; NCI/ADR-RES: 71; SK-OV-3: 93; DU-145: 48; OVCAR-4: 90; OVCAR-3: 83; OVCAR-8: 69; OVCAR-5: 104

What do the screens show for `COC(=O)Nc1nc2ccc(C(=O)c3ccc(N(C)C4COC4)cc3)cc2[nH]1`?
IGROV1: 29; NCI/ADR-RES: 12; SK-OV-3: 6.9*; DU-145: 13; OVCAR-4: 57; OVCAR-3: 32; OVCAR-8: 11; OVCAR-5: 52

Results for CCNc1cccc(C)c1 ?
IGROV1: 96; NCI/ADR-RES: 110; SK-OV-3: 101; DU-145: 118; OVCAR-8: 107; OVCAR-5: 100

What do the screens show for `Clc1ccccc1CSc1ncnc2nc[nH]c12`?
IGROV1: 106; NCI/ADR-RES: 105; SK-OV-3: 112; OVCAR-4: 109; OVCAR-3: 108; OVCAR-8: 101; OVCAR-5: 108

How did COc1ccc(-c2csc(NC(=O)c3ccccc3CN3C(=O)c4ccccc4C3=O)n2)cc1 do in these assays?
IGROV1: 91; NCI/ADR-RES: 91; SK-OV-3: 91; DU-145: 102; OVCAR-4: 97; OVCAR-3: 102; OVCAR-8: 87; OVCAR-5: 99

Reprinted at random: 6 entries already listed
How did FC(F)(F)c1cccc(CNC2CCN(CCc3ccccc3)CC2)c1 do in these assays?
IGROV1: 62; NCI/ADR-RES: 65; SK-OV-3: 81; DU-145: 59; OVCAR-3: 65; OVCAR-8: 79; OVCAR-5: 85

What do the screens show for `O=[N+]([O-])c1ccc(/C=C/c2nc3ccccc3n3c(=S)[nH]nc23)cc1`?
IGROV1: 78; NCI/ADR-RES: 85; SK-OV-3: 105; DU-145: 88; OVCAR-4: 83; OVCAR-3: 70; OVCAR-8: 83; OVCAR-5: 89

What do the screens show for `O=c1c2cc(F)ccc2sc2c(NCCCN3CCCC3)nc3ccccc3c12`?
IGROV1: 15; NCI/ADR-RES: 67; SK-OV-3: 89; DU-145: 60; OVCAR-4: 49; OVCAR-3: 29; OVCAR-8: 56; OVCAR-5: 70

Results for Cc1cc(C)c2c(n1)sc1c(Nc3ccc(OCc4ccc(Cl)c(Cl)c4)cc3)ncnc12 ?
IGROV1: 102; NCI/ADR-RES: 103; SK-OV-3: 102; DU-145: 109; OVCAR-4: 106; OVCAR-3: 108; OVCAR-8: 94; OVCAR-5: 96

How did O=S(=O)(NCCCNc1nccc(-c2[nH]c(-c3ccccc3)nc2-c2ccc(F)c(O)c2)n1)c1cccc(F)c1 do in these assays?
IGROV1: 105; NCI/ADR-RES: 103; SK-OV-3: 113; DU-145: 100; OVCAR-4: 108; OVCAR-3: 123; OVCAR-8: 82; OVCAR-5: 147

What do the screens show for `O=C1N(C[P+](c2ccccc2)(c2ccccc2)c2ccccc2)CCCN1C[P+](c1ccccc1)(c1ccccc1)c1ccccc1`?
IGROV1: 98; NCI/ADR-RES: 111; DU-145: 117; OVCAR-4: 107; OVCAR-3: 101; OVCAR-8: 99; OVCAR-5: 110

The list continues:
Results for Cc1cccc(OCC(O)CN2CCCC2)c1 (stereo not drawn) ?
IGROV1: 133; NCI/ADR-RES: 104; DU-145: 120; OVCAR-4: 111; OVCAR-3: 115; OVCAR-8: 112; OVCAR-5: 99

How did NS(=O)(=O)c1ccccc1 do in these assays?
IGROV1: 132; NCI/ADR-RES: 102; SK-OV-3: 102; DU-145: 114; OVCAR-4: 117; OVCAR-3: 117; OVCAR-8: 94; OVCAR-5: 103

Results for COc1ccc(Oc2nc(Nc3ccc(N4CCOCC4)cc3)ncc2NC(=O)Nc2cc(OC)cc(OC)c2)cc1 ?
IGROV1: 38; NCI/ADR-RES: 81; SK-OV-3: 57; DU-145: 13; OVCAR-4: 54; OVCAR-3: 18; OVCAR-8: 18; OVCAR-5: 61

Results for O=c1[nH]c2nnc(/C=C/c3ccco3)c(=O)n2nc1/C=C\c1ccco1 ?
IGROV1: 34; NCI/ADR-RES: 108; SK-OV-3: 154; DU-145: 116; OVCAR-4: 143; OVCAR-3: 114; OVCAR-8: 99; OVCAR-5: 108

Results for COc1ccc(Nc2c3ccccc3nc3ccccc23)cc1 ?
IGROV1: 22; NCI/ADR-RES: 28; SK-OV-3: 36; DU-145: 21; OVCAR-4: 41; OVCAR-3: 28; OVCAR-8: 15; OVCAR-5: 36

What do the screens show for `O=C(Nc1ccc(-c2cc(C(=O)Nc3ccccn3)c3ncccc3n2)cc1)Nc1cc(C(F)(F)F)cc(C(F)(F)F)c1`?
IGROV1: 83; NCI/ADR-RES: 80; SK-OV-3: 49; DU-145: 93; OVCAR-4: 75; OVCAR-3: 64; OVCAR-8: 70; OVCAR-5: 93

What do the screens show for `O=C1N[C@@H](Cc2c[nH]c3ccccc23)C(=O)N(Cc2cccc(O)c2)[C@H]1Cc1ccccc1`?
IGROV1: 85; NCI/ADR-RES: 100; SK-OV-3: 107; DU-145: 107; OVCAR-4: 107; OVCAR-3: 97; OVCAR-8: 92; OVCAR-5: 100

Results for OCCN1CCN(CCCN2c3ccccc3CCc3ccccc32)CC1 ?
IGROV1: 102; NCI/ADR-RES: 91; SK-OV-3: 94; DU-145: 113; OVCAR-4: 91; OVCAR-3: 106; OVCAR-8: 85; OVCAR-5: 104

Results for CCOC(=O)c1nc(Nc2ccc(NC(=O)Nc3cccc(C(F)(F)F)c3)cc2)c2ccccc2n1 ?
IGROV1: 98; NCI/ADR-RES: 109; SK-OV-3: 107; DU-145: 102; OVCAR-4: 113; OVCAR-3: 111; OVCAR-8: 110; OVCAR-5: 92

How did O=C(c1ccc(Cc2n[nH]c(=O)c3cccnc23)cc1)N1CCN(c2ccc(Cl)cc2)CC1 do in these assays?
IGROV1: 95; NCI/ADR-RES: 93; SK-OV-3: 104; DU-145: 104; OVCAR-4: 85; OVCAR-3: 99; OVCAR-8: 91; OVCAR-5: 86

Results for Cc1cc(N2CCCCC2)nc(N2CCN(CC(=O)Nc3ccc4c(ccn4C)c3)CC2)n1 ?
IGROV1: 110; NCI/ADR-RES: 100; SK-OV-3: 87; DU-145: 109; OVCAR-4: 92; OVCAR-3: 114; OVCAR-8: 97; OVCAR-5: 100

What do the screens show for `CC1(C)Oc2cc3oc(=O)ccc3cc2C[C@@H]1OCCOS(=O)(=O)c1ccc(F)cc1`?
IGROV1: 96; NCI/ADR-RES: 88; DU-145: 95; OVCAR-4: 86; OVCAR-3: 100; OVCAR-8: 91; OVCAR-5: 103

Results for C=CCCCOC(C)=O ?
IGROV1: 116; NCI/ADR-RES: 107; SK-OV-3: 109; DU-145: 110; OVCAR-4: 103; OVCAR-3: 108; OVCAR-8: 104; OVCAR-5: 102

Results for Nc1ncnc2nc(N3CCCCC3)[nH]c12 ?
IGROV1: 92; NCI/ADR-RES: 108; SK-OV-3: 90; DU-145: 100; OVCAR-4: 95; OVCAR-3: 106; OVCAR-8: 93; OVCAR-5: 105

What do the screens show for `O=C(C(=O)c1cccnc1)c1cccnc1`?
IGROV1: 31; NCI/ADR-RES: 98; SK-OV-3: 136; DU-145: 121; OVCAR-4: 101; OVCAR-3: 88; OVCAR-8: 83; OVCAR-5: 100

How did NNC(=O)c1ccc(-n2nc(-c3ccccc3)c3ccccc32)cc1 do in these assays?
IGROV1: 74; NCI/ADR-RES: 92; SK-OV-3: 99; DU-145: 80; OVCAR-4: 24; OVCAR-3: 8.9*; OVCAR-8: 77; OVCAR-5: 94

How did O=c1[nH][n+](-c2ccc([N+](=O)[O-])cc2)no1 do in these assays?
IGROV1: 80; NCI/ADR-RES: 97; SK-OV-3: 104; DU-145: 75; OVCAR-4: 82; OVCAR-3: 100; OVCAR-8: 91; OVCAR-5: 91

How did CC(C)=C1N=C(c2ccccc2)OC1=O do in these assays?
IGROV1: 90; NCI/ADR-RES: 103; SK-OV-3: 99; DU-145: 108; OVCAR-4: 109; OVCAR-3: 108; OVCAR-8: 99; OVCAR-5: 97

What do the screens show for `CCOC(=O)C(=CNC(=S)Nc1c(CC)cccc1C(C)(C)C)C(=O)OCC`?
IGROV1: 103; NCI/ADR-RES: 100; SK-OV-3: 92; OVCAR-4: 84; OVCAR-3: 100; OVCAR-8: 101; OVCAR-5: 103

How did O=C1NC(=O)C(c2coc3ccc(F)cc23)=C1c1c[nH]c2ccccc12 do in these assays?
IGROV1: 72; NCI/ADR-RES: 93; SK-OV-3: 74; DU-145: 113; OVCAR-4: 108; OVCAR-8: 96; OVCAR-5: 89

Results for COc1ccc2c(c1)CC[C@@H]1[C@@H]2CC[C@]2(C)C=CC[C@@H]12 ?
IGROV1: 112; NCI/ADR-RES: 112; SK-OV-3: 119; DU-145: 101; OVCAR-4: 106; OVCAR-3: 107; OVCAR-8: 104; OVCAR-5: 95

What do the screens show for `CCCCN(CC)CC(CC)Nc1cc(OC)cc2cccnc12` (stereo not drawn)?
NCI/ADR-RES: 101; SK-OV-3: 127; DU-145: 110; OVCAR-4: 115; OVCAR-3: 107; OVCAR-8: 103; OVCAR-5: 103
